High-throughput results (PubChem BioAssay)
A549 viability: Nrf2 qHTS screen for inhibitors: counterscreen for cytotoxicity; A549 ARE-Fluc cells, CellTiter-Fluor viability, 18-24 h; Potency, µM (highest dose often 46 µM), without a hit: at the highest dose activity change, negative = cytotoxicity, hits mostly inhibitors; 390,000 compounds, 0.16% hits; AID 504648, 2011; further: on the % scale 0 is the no-effect control and ±100 the full control effect
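A549 ARE-Fluc cells in 5% FBS OPTI-MEM, 5000 cells/well, rested 2 h then exposed to compounds in concentration-response for 18-24 h at 37 °C. Viability by CellTiter-Fluor fluorescence (Ex 405/Em 525) after 30 min; luciferase luminescence (BugLite, 15 min, RT) read afterwards.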
EPAC2 antagonist: qHTS for Antagonist of cAMP-regulated guanine nucleotide exchange factor 2 (EPAC2): primary screen. Rap guanine nucleotide exchange factor 4 (Homo sapiens), Q8WZA2. EPAC2 GEF exchange of Rap1B-BODIPY-GDP, fluorescence. Potency, µM (series often up to 114 µM), without a hit: top-dose activity, negative = inhibition, most hits filed as inhibitors. 360,000 compounds, 0.18% hits; further: on the % scale 0 is the no-effect control and ±100 the full control effect; nearly all actives have a fitted effect of over 45% in size; many of its hits are not listed in these tables
Target sequence (Q8WZA2 whole entry, looked up): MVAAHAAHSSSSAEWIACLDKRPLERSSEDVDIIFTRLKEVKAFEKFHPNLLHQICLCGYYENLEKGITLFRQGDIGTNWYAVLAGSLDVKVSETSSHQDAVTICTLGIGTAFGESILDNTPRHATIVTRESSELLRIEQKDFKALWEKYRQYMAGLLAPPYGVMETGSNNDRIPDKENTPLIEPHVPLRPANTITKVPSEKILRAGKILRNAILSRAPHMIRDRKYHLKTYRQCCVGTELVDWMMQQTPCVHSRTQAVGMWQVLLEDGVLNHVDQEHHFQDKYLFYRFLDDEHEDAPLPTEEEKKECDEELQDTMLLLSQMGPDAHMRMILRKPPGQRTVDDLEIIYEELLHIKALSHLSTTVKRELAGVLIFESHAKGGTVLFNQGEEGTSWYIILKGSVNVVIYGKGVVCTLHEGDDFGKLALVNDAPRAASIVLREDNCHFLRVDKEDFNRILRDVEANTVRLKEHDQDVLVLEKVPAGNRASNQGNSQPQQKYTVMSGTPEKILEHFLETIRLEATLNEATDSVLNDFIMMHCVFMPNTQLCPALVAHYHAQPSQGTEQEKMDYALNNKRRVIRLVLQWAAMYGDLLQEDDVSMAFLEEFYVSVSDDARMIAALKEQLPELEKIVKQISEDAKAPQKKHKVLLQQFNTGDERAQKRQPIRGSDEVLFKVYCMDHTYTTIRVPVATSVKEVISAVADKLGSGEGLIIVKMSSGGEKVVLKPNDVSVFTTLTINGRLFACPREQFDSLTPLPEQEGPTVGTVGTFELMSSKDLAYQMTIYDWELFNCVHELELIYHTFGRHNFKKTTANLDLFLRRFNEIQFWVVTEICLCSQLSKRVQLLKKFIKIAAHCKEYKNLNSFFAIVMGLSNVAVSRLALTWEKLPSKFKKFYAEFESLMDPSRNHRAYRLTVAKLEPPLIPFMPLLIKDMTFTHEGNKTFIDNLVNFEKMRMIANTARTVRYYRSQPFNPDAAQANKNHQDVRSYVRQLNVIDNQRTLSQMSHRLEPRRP
HepG2 viability: qHTS for Inhibitors of TGF-b: Cytotox Counterscreen; HepG2 CAGA-GFP viability, ATP luminescence, 18 h; Potency, µM (titrated, usually from 46.1 µM), for inactives: at the top dose activity change, negative = cytotoxicity, usual class: cytotoxic; 410,000 compounds, 0.76% hits; further: some results filed as inactive show a strong effect at the top dose
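CellTiter-Glo luminescence gave cytotoxicity after 18 hours at 37 degrees C. The cells were HepG2 CAGA-GFP in 1% FBS DMEM, stimulated with 500 pg/mL TGF-beta after compound addition. %Activity was normalised to no-cell wells (complete cell-killing) and DMSO (no toxicity), and curves were fitted and classified.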
Nrf2 ARE act: qHTS of Nrf2 Activators. Potency, µM (highest dose often 46.1 µM), inactives show at the highest dose activation, most hits filed as activators. 410,000 compounds, 0.31% hits. AREc32 ARE-luciferase reporter (MCF7-derived line), luminescence, 24 h. AID 624171, 2012; further: % of control where 0% means no effect; nearly all actives have a fitted effect of over 65% in size
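For detection, Steady-Glo was added and plates sat 30 min at RT; before that, AREc32_Fluc cells grown overnight in OPTI-MEM/5% FBS had been treated with 23 nL compound for 24 hr at 37 deg C.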
Nrf2 inh: Nrf2 qHTS screen for inhibitors; A549 ARE-Fluc reporter, luciferase luminescence, 18-24 h; Potency, µM (top dose mostly 46 µM), for the others: at the highest dose activity change, negative = inhibition, usual class: inhibitors; 360,000 compounds, 2.1% hits; AID 504444, 2011; further: on the % scale 0 is the no-effect control and ±100 the full control effect; nearly all actives have a fitted effect of over 60% in size
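Concentration-response testing used A549 ARE_Fluc cells at 5000 cells/well. Following an 18-24 h compound incubation, viability was read by fluorescence (Ex 405/Em 525) and luciferase output by luminescence.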
TGFb SMAD3 inh: qHTS for Inhibitors of TGF-b | HepG2 CAGA-GFP TGF-b/SMAD3 reporter, GFP fluorescence, 18 h; TGF-beta stimulated, 500 pg/mL final | Potency, µM (titrated, usually from 46.1 µM), for the others: at the highest dose activity, negative = inhibition, most hits filed as inhibitors | 410,000 compounds, 1.2% hits | AID 588855, 2011; further: on the % scale 0 is the no-effect control and ±100 the full control effect; nearly all actives have a fitted effect of over 65% in size
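First, reporter cells (HEPG2 CAGA-GFP) rested 2 h at 37 degrees C. Next, compounds were pinned in and TGF-beta added to 500 pg/mL final. After 18 h, GFP was imaged per cell and summed per well.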
MCF10A rerep: A quantitative high throughput screen for small molecules that induce DNA re-replication in MCF 10a normal breast cells | 350,000 compounds, 2.9% hits | MCF 10A DNA re-replication, Hoechst nuclear intensity, 48 h | Potency, µM (doses to about 46.1 µM), for the others: at the highest dose activity, positive = re-replication, most hits filed as activators | AID 624296, 2012; further: % of control where 0% means no effect; nearly all actives have a fitted effect of over 50% in size
ATXN2 expr inh: Primary qHTS for Inhibitors of ATXN expression | HEK-293 ATXN2-luciferase reporter, luminescence, 24 h | Potency, µM (titrated, usually from 57 µM), for inactives: at the top dose activity change, negative = inhibition, usual class: inhibitors | 360,000 compounds, 0.72% hits; further: on the % scale 0 is the no-effect control and ±100 the full control effect; nearly all actives have a fitted effect of over 55% in size
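qHTS (up to 57 uM final) was run with 24 h compound exposure of reporter cells at 37 °C. Each well was multiplexed: SteadyGlo luminescence measured ATXN2-luciferase expression after a fluorogenic Gly-Phe-AFC viability readout (25 uM final).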
ATXN viability: Viability Counterscreen for Primary qHTS for Inhibitors of ATXN expression | S2 cells (HEK-293 line with an ATXN2-luciferase reporter) viability, CellTiter-Fluor protease fluorescence, 24 h | Potency, µM (top dose mostly 56.7 µM), actives largely listed as cytotoxic | 400,000 compounds, 0.49% hits | AID 651635, 2014; further: nearly all actives have a fitted effect of over 40% in size
An asterisk follows results filed as active; i = inactive; ? = inconclusive; . = no result given; [ ] = another dose, or the depositor's remark. The call rests on the fitted dose curve; in most records, active means well fitted curve in the direction sought with a large enough effect; inconclusive means small, poorly fitted or top-dose-only effect, or another doubt; inactive means no such curve, though single readings can be large; an effect the other way counts as inactive or inconclusive. Potency means the concentration at half of the fitted maximal effect. A portion of the library, so the mix of outcomes need not match the whole.

SMILES	A549 viability	EPAC2 antagonist	HepG2 viability	Nrf2 ARE act	Nrf2 inh	TGFb SMAD3 inh	MCF10A rerep	ATXN2 expr inh	ATXN viability
COc1ccc(CNC(=O)c2ccc3oc(C(C)C)nc3c2)cc1	-5%	11%	0%	3.5%	?	-12%	?	42%[activator]	?
COc1ccc(OC)c(S(=O)(=O)NCC(=O)NC2CCCc3ccccc32)c1 (stereo not drawn)	0%	-3%	-8%	0.4%	12%	-17%	4%	4%	?
CCC(=O)N1CCc2cc(S(=O)(=O)CCC(=O)NCc3ccc(F)cc3)ccc21	0%	.	-37%	0.2%	3%	0%	.	-11%	i
COc1cc(C(=O)Nc2ccc(-c3cc(C(F)(F)F)nn3-c3ccccc3)cc2)cc(OC)c1OC	-3%	.	-28%	7.2%	?	-24%	.	-26%	i
CCOC(=O)CN1C(=O)CC(c2ccc([N+](=O)[O-])cc2)C1=O (stereo not drawn)	-2%	-4%	5%	-0.7%	-4%	19%	0%	7%	.
COc1cccc(NC(=S)Nc2ccc(Br)cc2Cl)c1	3%	-17%	0%	4.4%	4%	3%	-6%	12%	i
O=S1(=O)CC(N2CC=CC2)CN1Cc1ccc(F)cc1 (stereo not drawn)	.	7%	2%	1.0%	.	-9%	.	-5%	i
Cc1ccc(NC(=O)CC2C(=O)NCCN2C(=O)c2ccc(F)cc2)cc1 (stereo not drawn)	-6%	5%	0%	-0.8%	8%	14%	?	2%	i
CCCn1c(=O)c2c(nc3n2CC(C)CN3Cc2ccccc2)n(C)c1=O (stereo not drawn)	-5%	-5%	-39%	0.6%	-8%	-20%	7%	.	i
CCn1c(CCl)nc2cc(S(=O)(=O)N3CCOCC3)ccc21	3%	7%	-27%	10%	-27%	-1%	?	-5%	i
COc1ccc(C(O)(CCC(C)C)C(CN2CCOCC2)c2ccc(Cl)cc2)cc1 (stereo not drawn)	-3%	?	-49%	5.6%	-22%	?	?	-28%	i
COCCNc1nc(N)c([N+](=O)[O-])c(N2CCCCCC2)n1	2%	-19%	12%	1.0%	?	11%	19%	2%	i
Cc1ccc(C(=O)CCC(=O)OCC(=O)N2CCN(S(=O)(=O)c3ccc(C)cc3C)CC2)cc1	18%	5%	-8%	-0.1%	-3%	-12%	?	4%	i
CC(C)Oc1ccc(S(=O)(=O)N2CCCCC2)cc1NC(=O)CC1OC(=O)c2ccccc21 (stereo not drawn)	0%	4%	-6%	2.5%	-10%	-15%	-1%	6%	i
N#C/C(=C\c1c[nH]c2ccccc12)c1nnc2n1CCCCC2	-9%	14%	5%	3.1%	-4%	20%	-1%	-3%	i
S=C1NC2CCCCC2N1 (stereo not drawn)	3%	4%	8%	-0.4%	-5%	?	1%	-22%	i
O=S(=O)(c1ccccc1)c1nc(-c2ccccc2)oc1N1CCOCC1	0%	5%	-8%	-0.1%	?	-3%	5%	-5%[11.3 µM]	i
O=C1c2ccccc2NC(c2ccc(O)c(O)c2)N1c1ccccc1Cl (stereo not drawn)	12%	-13%	5%	?	?	-8%	4%	.	i
COc1ccc(CC(=O)NCC2CCCN(Cc3ccc(SC)cc3)C2)cc1 (stereo not drawn)	2%	13%	-61%	-0.9%	0%	-4%	6%	.	i
COc1ccc(OCC(=O)Nc2ccc3c(c2)OCO3)cc1	2%	-16%	-15%	-0.2%	19%	?	20%	7%	i
O=c1nc(-c2ccccc2)cc(C(F)(F)F)[nH]1	-2%	5%	4%	-1.0%	8%	-4%	4%	6%	i
Cc1cccc(N(CC(=O)NC(C)(C)C)C(=O)CS(=O)CC(=O)Nc2ccc(F)cc2)c1 (stereo not drawn)	1%	3%	-9%	0.8%	-4%	6%	-1%	1%	i
CN1CCN(C(=O)/C=C/c2ccc([N+](=O)[O-])o2)CC1	?	8%	-119%	?	?	11µM*	21µM*	.	.
O=C(O)c1ccc(S(=O)(=O)NCc2cccnc2)cc1	3%	4%	5%	0.5%	17%	-1%	-6%	15%	i
O=C(COc1ccc(Cl)cc1)NCCc1ccccn1	1%	1%	5%	-0.6%	-2%	-11%	-2%	-7%	?
COc1ccccc1Nc1nc(C)nc(N)c1S(=O)(=O)c1ccccc1	-2%	.	6%	-0.8%	-8%	5%	.	5%	i
COc1ccc(-c2nc3sc(CCNC(=O)c4cc(OC)c(OC)c(OC)c4)c(C)n3n2)cc1	-14%	.	-22%	0.9%	.	?	.	6%	?
Cc1nn(C)cc1C(=O)Nc1c(C)nn(Cc2ccccc2Cl)c1C	-6%	-3%	-6%	-0.4%	10%	-5%	-4%	3%	i
Cc1c(C(=O)NCCN(C)C)n(C)c(=O)c2ccccc12	.	7%	3%	0.4%	.	-4%	.	5%	i
O=C(CN1C(=O)NC2(CCc3ccccc32)C1=O)NCc1ccccc1Cl (stereo not drawn)	6%	-1%	-38%	-0.9%	-11%	-23%	13%	-5%	i
COCCCNC(=O)CCc1ccccc1	2%	-2%	-1%	0.2%	0%	7%	-36%[inhibitor]	-11%	i
CC(=O)Nc1ccc(S(=O)(=O)Nc2ccc3nc(C)sc3c2)cc1	-15%	-2%	-9%	1.5%	16µM*	-3%	8%	-22%	i
COc1cccc(C(NC(=O)c2ccccc2F)NC(=O)c2ccccc2F)c1	-4%	2%	-5%	0.0%	-20%	0%	11%	-1%	i
Cc1cccc(C(=O)OCC(=O)Nc2nccs2)c1	-1%	5%	4%	-0.8%	.	38%[activator]	3%	13%	i
COc1cccc(-c2cnc(C(O)c3ccc(OC)c(F)c3)[nH]2)c1 (stereo not drawn)	.	4%	-25%	0.9%	.	8%	.	0%	i
c1ccc(Cn2ncc3c(N4CCN(C(c5ccccc5)c5ccccc5)CC4)ncnc32)cc1	-2%	7%	12%	0.3%	-24%	6%	?	-29%	i
CCc1ccc(C(=O)C(C)OC(=O)c2nn(C)c(=O)c3ccccc23)cc1 (stereo not drawn)	-2%	-20%	0%	-0.7%	?	-8%	3%	1%	i
O=C(N(c1ccccn1)c1ccccn1)C12CC3CC(CC(Cl)(C3)C1)C2	-8%	3%	4%	0.0%	-4%	14%	5%	8%	i
CCc1ccc2ncc3c(-c4ccc(F)cc4)nn(CC(=O)NC4CCCCC4)c3c2c1	0%	.	-4%	-0.7%	1.6µM*	-8%	.	.	.
COc1cc(/C=N/Nc2ncnc3sc4c(c23)CCC4)ccc1O	-1%	7%	-21%	20%	-12%	11%	?	-4%	i
COC(=O)C1=C(C)NC(=O)C1(NC(=O)c1ccc(Cl)cc1)C(F)(F)F (stereo not drawn)	12%	.	1%	-0.9%	.	0%	.	-5%	i
Cc1ccc(S(=O)(=O)c2c(C(=O)c3ccccc3)cnc3cc4c(cc23)OCCO4)cc1	1%	0%	-1%	24%	-1%	-12%	-3%	-4%	i
COc1ccccc1CNC(=O)Cc1csc2nc(-c3ccc(Cl)cc3)cn12	0%	.	-8%	12%	.	-25%	.	2%	?
O=C(CN1CCN(C(=O)C2CCCO2)CC1)Nc1ccc(Cl)c(Cl)c1 (stereo not drawn)	0%	6%	-3%	-0.6%	-2%	-3%	-54%[inhibitor]	-18%	?
Cc1ccc(N2CC(NC(=O)c3ccco3)CC2=O)cc1 (stereo not drawn)	-3%	.	4%	-0.5%	.	28%	.	.	.
COc1ccc(CN2CCC(C(=O)N3CCN(c4ccccc4F)CC3)CC2)cc1OC	-8%	11%	-31%	-0.5%	-18%	-14%	5%	-7%	i
CC(C)(C)C1CCC2(CC1)C(Nc1cccc(C(F)(F)F)c1)=NC(=S)N2CC#N (stereo not drawn)	-25%	3%	3%	-0.8%	-55%	?	?	-3%	i
CCn1ccnc1CNC(=O)CC1C(=O)NCCN1CC(c1ccccc1)c1ccccc1 (stereo not drawn)	-24%	0%	5%	-0.3%	7%	18%	11%	4%	i

Brought forward from above: 2 compounds, followed by the next part.
SMILES	A549 viability	EPAC2 antagonist	HepG2 viability	Nrf2 ARE act	Nrf2 inh	TGFb SMAD3 inh	MCF10A rerep	ATXN2 expr inh	ATXN viability
CC(C)(C)C1CCC2(CC1)C(Nc1cccc(C(F)(F)F)c1)=NC(=S)N2CC#N (stereo not drawn)	-25%	3%	3%	-0.8%	-55%	?	?	-3%	i
CCn1ccnc1CNC(=O)CC1C(=O)NCCN1CC(c1ccccc1)c1ccccc1 (stereo not drawn)	-24%	0%	5%	-0.3%	7%	18%	11%	4%	i
Cc1ncsc1CCOC(=O)c1ccc([N+](=O)[O-])cc1	-2%	5%	5%	-0.1%	9%	-13%	-1%	6%	i
COc1cccc(NC(=S)NCc2ccncc2)c1	10%	-1%	-8%	-0.5%	-17%	-6%	2%	-12%	i
COc1ccc(N(C(=O)c2cc3ccccc3oc2=O)C2C=CS(=O)(=O)C2)c(OC)c1 (stereo not drawn)	1%	-2%	-16%	23%	5%	15%	26%	-11%	i
Cc1ccc(/C(N)=N/OC(=O)CCC2CCCCC2)cc1	0%	-1%	0%	0.4%	?	15%	28%	29%	i
O=C(CNc1cccc2ccccc12)N/N=C/c1ccc([N+](=O)[O-])cc1	-1%	7%	-12%	2.7%	-15%	-1%	?	-2%	i
CCCOc1ccc(C(=O)NC(=S)Nc2nc(C)c(C(=O)N(C)C)s2)cc1	-9%	2%	-18%	3.1%	-7%	-12%	0%	8%	i
Cc1cnc(=O)[nH]c1SCc1ccc(C(F)(F)F)cc1	0%	-12%	-1%	-0.3%	-29%	1%	1%	-12%	i
CCOc1ccccc1N(CC(=O)OC)S(=O)(=O)c1ccccc1	-3%	-6%	-22%	-0.8%	21%	0%	6%	-4%	i
COc1ccc(CNS(=O)(=O)c2ccc(-c3ccc(=O)[nH]n3)s2)cc1OC	2%	6%	-2%	-0.2%	?	0%	?	5%	i
